Screening results (PubChem)
TNAP inh hiacc – TNAP (human) inhibition, high acceptor; purified TNAP, CDP-star luminescence, 1 M DEA; inhibition, % at 20 µM; 200,000 tested, 0.03% active;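 active = over 50% inhibition of tissue-nonspecific alkaline phosphatase at 20 µM in the single-dose screen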;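 note: plate controls were DMSO wells for no effect and EDTA-quenched wells as full inhibition for full effect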
Target sequence (P05186 whole entry, looked up): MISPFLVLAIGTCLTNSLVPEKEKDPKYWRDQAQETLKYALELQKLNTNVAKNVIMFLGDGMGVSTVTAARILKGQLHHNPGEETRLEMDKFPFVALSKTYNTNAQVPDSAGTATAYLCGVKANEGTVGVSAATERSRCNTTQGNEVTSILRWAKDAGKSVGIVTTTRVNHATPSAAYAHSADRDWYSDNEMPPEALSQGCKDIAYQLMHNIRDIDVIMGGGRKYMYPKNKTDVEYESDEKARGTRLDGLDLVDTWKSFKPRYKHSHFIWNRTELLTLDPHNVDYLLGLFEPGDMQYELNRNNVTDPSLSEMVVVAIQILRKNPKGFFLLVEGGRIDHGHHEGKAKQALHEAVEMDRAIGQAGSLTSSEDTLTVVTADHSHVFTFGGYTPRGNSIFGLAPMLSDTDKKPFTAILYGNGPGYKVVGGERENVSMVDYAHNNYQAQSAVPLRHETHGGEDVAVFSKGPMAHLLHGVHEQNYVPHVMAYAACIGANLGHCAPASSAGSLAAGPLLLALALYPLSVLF
S1P3 antagonist – S1P3 (human) receptor antagonism; AID 485; inhibition, % at 4.98 µM; Q99500; CHO S1P3 NFAT-BLA reporter, FRET fluorescence, antagonist mode; 170,000 tested, 0.27% active;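 active = inhibition above the plate cutoff, the mean inhibition of test wells on that plate plus 3 SD, cut at about 28% in these data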;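 note: cells challenged with S1P at its EC80 of 0.8 µM; blue over green emission ratio from cleaved BLA substrate after 4 h stimulation; 0% = S1P-stimulated wells and 100% = unstimulated DMSO-only wells; some compounds past the cut are filed as inactive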
Redox H2O2 prof – compounds producing H2O2 with reducing agent – biochemical, NIH compound library profiling, artefact control for MLSCN library redox annotation, primary screen | DTT-dependent redox cycling H2O2, phenol red/HRP absorbance; 100% = 100 µM peroxide control, 0% = buffer | activation, % at 10 µM | 200,000 tested, 0.03% active;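 active = activation of at least 50% relative to the plate's high and low controls in the primary single-dose screen; inactive = activation below 50%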;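 note: compound incubated with DTT at 0.8 mM final as the reducing agent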
Hsp70 act – transcriptional activators of Hsp70; activation, % at 10 µM; HeLa Hsp70 promoter luciferase reporter, luminescence; scaled: vehicle 0, proteasome-inhibitor control 100%; 200,000 tested, 0.04% active;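 active = activation above the mean across all tested compounds plus 3 SD, cutoff set per campaign, cut at about 5.5% in these data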;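 note: 100% = MG132 at 30 µM as the positive control and 0% = DMSO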
PMI activator – phosphomannose isomerase (human) activation | P34949 | purified human PMI, coupled resazurin fluorescence, 20 min; hits give high values; 1 = vehicle control, 0 substrate-free wells | activation factor at 20 µM | 190,000 tested, 0.005% active;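 active = activation factor of 2 or more at 20 µM, relative to plate controls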
Target sequence (P34949 whole entry, looked up): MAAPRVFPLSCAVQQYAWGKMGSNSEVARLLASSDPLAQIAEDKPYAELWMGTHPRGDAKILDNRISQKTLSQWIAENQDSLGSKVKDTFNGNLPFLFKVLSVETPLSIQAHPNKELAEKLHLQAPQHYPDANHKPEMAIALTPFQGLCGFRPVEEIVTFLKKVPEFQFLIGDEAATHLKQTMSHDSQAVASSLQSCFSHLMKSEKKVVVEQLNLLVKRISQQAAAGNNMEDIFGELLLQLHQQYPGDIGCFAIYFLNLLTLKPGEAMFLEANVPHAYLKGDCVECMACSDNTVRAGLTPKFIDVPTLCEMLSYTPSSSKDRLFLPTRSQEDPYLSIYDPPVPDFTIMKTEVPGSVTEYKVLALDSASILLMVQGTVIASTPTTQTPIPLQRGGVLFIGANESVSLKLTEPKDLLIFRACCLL
RAM network inh – blocks the yeast RAM network; S. cerevisiae dse1pr::URA3 reporter, 5-FOA growth OD615, 2 d; analog-sensitive cbk1-as2 kinase mutant strain; inhibition, % at 50 µM; 190,000 tested, 1.8% active;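 active = inhibition above a set limit, 3 SD over mean compound inhibition, cut at about 8.4% in these data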;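 note: 0% = DMSO-only wells with no growth and 100% = 10 µM 1-NA-PP1 full growth; inhibition rescues growth on 5-FOA so higher OD means more RAM inhibition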
PMI act hi M6P – activators of human phosphomannose isomerase at near-saturating mannose 6-phosphate | activation factor at 20 µM | coupled PMI enzyme assay, resazurin fluorescence, 20 min; hits give high values; 1 = untreated enzyme, 0 = substrate-free blank | P34949 | 190,000 tested, 0.34% active;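 active = activation factor of 2 or more at 20 µM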
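Material: human phosphomannose isomerase with PGI, G6PDH, diaphorase coupling enzymes. Quantity: 15 ng/mL PMI. Medium: HEPES pH 7.4 buffer with MgCl2 and Tween-20. Reagent: Near-saturating mannose-6-phosphate, 1.0 mM. Compound: 20 µM single dose. Times: enzyme reaction with compound 20 min at room temperature. Detection: resorufin fluorescence at Ex 544/Em 590 nm.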
TNAP inh no acc – TNAP (human) inhibition, acceptor-free conditions | P05186 | 200,000 tested, 0.26% active | inhibition, % at 20 µM | AID 1012 | purified TNAP, CDP-star luminescence, 30 min;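 active = tissue-nonspecific alkaline phosphatase inhibition above about 50% at 20 µM in the single-dose screen, limit read from the data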;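 note: 0% = DMSO negative control and 100% = EDTA positive control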
Lmaj promast – inhibitors of Leishmania major promastigote growth | Leishmania major promastigotes, resazurin fluorescence viability | inhibition, % at 10 µM | 200,000 tested, 9% active | AID 1063; in the data active = inhibition above about 50%;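 note: promastigotes grown with compound for 44 hours at 28 °C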
Efa HMGR inh – inhibitors of class II HMG-CoA reductase from Enterococcus faecalis. purified E. faecalis HMGR, NADPH absorbance 340 nm kinetic. inhibition, % at 10 µM. 190,000 tested, 0.41% active. AID 1066;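 active = inhibition above a set limit, the median over all tested compounds plus 3 SD, cut at about 9.5% in these data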;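 note: enzyme runs in reverse so mevalonate oxidation gives rising NADPH absorbance; 0% = complete reaction with DMSO and 100% = background rate lacking mevalonate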
Numbers without * were called inactive; / = no result given.

SMILES	TNAP inh hiacc	S1P3 antagonist	Redox H2O2 prof	Hsp70 act	PMI activator	RAM network inh	PMI act hi M6P	TNAP inh no acc	Lmaj promast	Efa HMGR inh
CCS(=O)(=O)N1Cc2ccccc2CC1C(=O)Nc1nc2ccccc2s1 (stereo unspecified)	1	4	-0.3	-0.7	1	-0.1	0.9	3	67*	-3
Cc1ccc(Cn2cc(SCC(N)=O)c3ccccc32)cc1	-4	-15	0.0	-0.1	0.9	4.4	0.9	0	-1	1
CCN(CC)S(=O)(=O)c1ccc(Cl)c(NC(=O)COC(=O)/C=C/c2cc(OC)c(OC)c(OC)c2)c1	-1	-18	0.2	-0.6	1	5.6	1	-9	-3	-2
CN(C)CCN1C(=O)c2oc3ccccc3c(=O)c2C1c1ccccc1 (stereo unspecified)	-3	1	/	/	1.1	/	0.9	-9	/	/
Cc1ccc(OCC(=O)Nc2cccc(C)n2)c(C)c1	1	8	0.1	-0.3	0.9	0.4	0.9	-6	-5	4
COc1cccc(C2C(C(=O)c3sc(C)nc3C)=C(O)C(=O)N2CCN2CCOCC2)c1 (stereo unspecified)	-4	-13	-0.4	0.3	1.1	-0.6	1.2	-11	-1	0
CCN1CCc2c(OCC(=O)N3CCc4ccccc43)cccc2C1=O	-7	-9	-0.9	-0.1	1.1	0.5	1.1	-15	3	-1
CC1CN(S(=O)(=O)c2ccc(NC(=O)c3cc(-c4ccccc4O)n[nH]3)cc2)CC(C)O1 (stereo unspecified)	-3	1	0.5	0.0	0.9	7.2	0.9	-37	100*	0
Cc1cccc(N(C(=O)Nc2ccccc2)C2=NCC(C)S2)c1 (stereo unspecified)	-6	-10	-0.8	0.7	1.1	-0.5	1	-17	29	-8
COc1ccc(-c2nc3ccccc3o2)cc1NC(=O)CSc1ccc(Cl)cc1	2	-9	0.5	-0.5	1	4.4	1	-7	-2	-6
O=C(NCc1ccncc1)c1ccc(Br)o1	-3	-27	0.0	-0.2	1	4.1	0.9	-6	-11	-1
COc1ccc2c(c1)NC1(O)c3ccccc3C(=O)C21O (stereo unspecified)	-9	/	0.8	-0.3	1	1.6	0.9	-17	0	0
COc1ccc(OC)c(S(=O)(=O)N2CCC(C(=O)Nc3cc(C)ccc3C)CC2)c1	-2	/	2.9	-0.3	1	3.7	1.1	-19	0	1
O=C(NCCSc1ccccc1)c1ccccc1Cl	2	1	-0.5	-0.2	1.1	2.3	1.1	-13	-4	-2
COc1ccc(C(=O)N2CCN(C3CCN(Cc4ccccc4)CC3)CC2)cc1OC	-6	/	0.9	-0.3	1.1	2.3	1.1	22	15	1
O=C(Nc1ccc(NC(=O)c2ccccn2)cc1)C(=O)Nc1ccc2c(c1)OCCO2	0	-4	0.1	-0.3	1	5.6	1	-4	-3	-3
CN(C(=O)NC(=O)C1=C(N2CCOCC2)/C(=C/c2ccccc2)CC1)S(C)(=O)=O	1	9	0.5	1.0	1.1	-0.1	1	-2	-7	-2
CCn1nc(C)cc1C(=O)N1CCCC(CCC(=O)NCc2ccccc2F)C1 (stereo unspecified)	-7	-2	-0.9	-0.2	1	-0.5	1	-7	0	0
N#Cc1cc(-c2ccccc2)nnc1Sc1ccc(Cl)cc1	-5	/	0.6	0.0	1.1	3.8	1.1	-6	-4	-4
O=C(COC(=O)c1ncc(Cl)c(Cl)c1Cl)c1ccc(Cl)s1	-5	-3	/	0.2	1.1	2.1	1.1	3	49	4
O=C(/C=C/c1ccco1)NC(=S)Nc1ccccn1	4	/	0.2	0.1	0.9	-0.2	1	-16	-5	-5
CCCN(CCC)CCOc1cc(C)ccc1C(C)C	-4	8	-0.3	0.1	1	-0.4	1.1	-9	-4	-3
CC(C)[C@@H]1NC(=O)N(c2ccc(Oc3ccccc3)cc2)C1=O	-3	9	0.5	0.2	1	-0.3	1.1	-10	4	0
CCn1c(COc2ccccc2C)nc2ccccc21	1	/	-0.3	-0.2	1	-0.1	1	-4	24	-2
O=C1CC(c2ccccc2F)c2cc3c(cc2N1)CCC3 (stereo unspecified)	-1	/	-4.0	0.0	0.9	1.3	1	-8	97*	4
CCOC(=O)c1[nH]c2cc(OC)c(OC)cc2c1NC(=O)C(C)N1CCN(Cc2ccccc2)CC1 (stereo unspecified)	-3	/	-0.2	-0.1	1	0.4	1	-8	26	-5
CCOc1ccc(CN(C)CC(=O)Nc2cccc(C)c2)cc1OC	-8	-14	0.0	-0.5	1.1	0.7	1.1	-6	7	-5
CC(=O)N/C(=C/c1ccccc1)C(=O)NCCO	-5	/	-7.1	-0.2	1	1.5	0.9	-13	-1	-3
Cc1nnc(SCC(=O)N2CCC(Cc3ccccc3)CC2)n(N)c1=O	-2	8	0.4	1.1	0.9	1.3	0.8	2	10	-2
O=C(Nc1ccc2c(c1)OCO2)c1cccs1	-6	10	0.8	-0.2	0.8	-0.4	0.9	-10	3	-4
COc1ccc(/C=N/NC(=O)CCSc2nc3ccccc3s2)cc1	3	16	0.4	-0.2	0.9	0.0	0.9	-4	19	0
CCCCCCCCC(=O)NNC(=O)c1c(O)c2ccccc2n(CC)c1=O	-4	7	-1.0	-0.2	1.2	13*	1.4	-15	-5	-5
CCOC(=O)CC1Sc2ccccc2NC1=O (stereo unspecified)	0	/	2.8	-0.2	1.1	-0.3	1.2	-7	-5	-2
COc1cccc(OCCCOc2ccccc2C(C)C)c1	-2	/	-6.2	0.1	1	0.1	1	-8	-1	-3
COc1ccc(NC(=O)NCc2ccc3c(c2)OCO3)cc1	-1	-15	-0.8	-0.2	1	5.1	1	-6	8	2
NNC(=O)c1ccc(CSc2nc3ccccc3[nH]2)cc1	-6	-18	-2.1	0.0	1.1	1.8	1.1	-12	6	-4

In the list so far, 2 have a thiophene ring, fused or not.
SMILES	TNAP inh hiacc	S1P3 antagonist	Redox H2O2 prof	Hsp70 act	PMI activator	RAM network inh	PMI act hi M6P	TNAP inh no acc	Lmaj promast	Efa HMGR inh
O=C(COC(=O)c1ncc(Cl)c(Cl)c1Cl)c1ccc(Cl)s1	-5	-3	/	0.2	1.1	2.1	1.1	3	49	4
O=C(Nc1ccc2c(c1)OCO2)c1cccs1	-6	10	0.8	-0.2	0.8	-0.4	0.9	-10	3	-4

Next records
SMILES	TNAP inh hiacc	S1P3 antagonist	Redox H2O2 prof	Hsp70 act	PMI activator	RAM network inh	PMI act hi M6P	TNAP inh no acc	Lmaj promast	Efa HMGR inh
CCOC(=O)c1c(NC(=O)/C=C/c2ccc3c(c2)OCO3)sc(C)c1C	-2	/	3.6	-0.2	0.9	1.3	1	-7	-2	-2
O=C(Cc1ccccc1)Nc1ccc(NC(=O)C2CCCCC2)nc1	-2	12	-0.3	-0.4	/	4.5	/	-10	5	-7
Cc1ccccc1OCC(=O)N1N=C(c2cccnc2)CC1(O)C(F)(F)F (stereo unspecified)	-4	10	-0.8	-0.2	0.8	0.0	1	-12	51*	-8
O=C(CCCCCC(=O)N(CCO)CCO)N(CCO)CCO	-9	34	1.6	-0.2	1	1.8	1	0	1	1
COc1ccc2cc(C3CC(c4ccco4)=NN3C(=O)CCC(=O)O)c(Cl)nc2c1 (stereo unspecified)	3	4	-0.1	0.0	0.9	1.3	1.1	-15	-8	-2
CCC(=O)N1C(=O)C2(Nc3ccccc3N2)c2ccccc21	-2	4	-0.6	0.1	1.1	1.2	1.1	-3	-6	1
COC(=O)CCN(C(=O)C12CC3CC(CC(C3)C1)C2)c1ccccn1	-1	/	0.0	-0.4	0.9	-0.2	0.9	-3	-3	-1
Cc1ccc(NC(=O)c2sc3nc(CCl)[nH]c(=O)c3c2C)c(C)c1	-6	-11	-0.5	-0.3	1.1	0.8	1	-15	89*	-1
COCCn1c(C)cc(C(=O)CSc2ccc(NC(C)=O)cc2)c1C	-4	15	1.0	-0.2	1	2.1	0.9	-14	-3	-2
N#CCCN(CCC#N)C(=O)c1ccc2c(c1)OCO2	-3	-20	-0.4	0.0	1	0.3	1	-3	-8	-2
CCSc1nnc(NC(=O)C2CCN(S(=O)(=O)c3c(C)c(C)cc(C)c3C)CC2)s1	-6	-9	-0.5	-0.2	0.9	4.6	1	2	2	-1
COc1ccc(OC)c(/C=C/C(=O)OCC(=O)c2c(N)n(C)c(=O)n(C)c2=O)c1	0	-17	-0.5	-0.2	0.9	4.5	1	-5	-3	-3
CCC(=O)Nc1cccc(NC(=O)CSc2nnnn2Cc2ccccc2)c1	0	10	3.0	-0.1	0.9	-0.7	0.9	-4	5	0
COCC(=O)N(Cc1cc2ccccc2[nH]c1=O)c1ccc(OC)cc1	-3	-21	-1.0	-0.2	1	0.8	0.9	-9	-4	2
O=C(CSC1=NCCS1)NC(NC(=O)CSC1=NCCS1)c1ccccc1	-2	-8	-1.9	-0.1	0.9	3.5	0.9	-27	5	3
Cc1ccc(OCCN2CCN(C(=O)CCC(=O)Nc3nnc(C(C)C)s3)CC2)cc1	-4	-29	-0.5	-0.4	1	0.7	1.1	-8	-1	0
CCCCN=C(NNc1ccc(Br)cc1)C(=O)OCC	2	4	0.6	-0.3	1.3	-1.0	1.7	-1	31	-12
CC1(C(=O)NCc2cccnc2)CCC(=O)N1CCc1ccccc1 (stereo unspecified)	1	-41	-0.7	0.4	1	0.2	1	-7	-6	-5
CCOc1ccc(NC(=O)Nc2cccc(C(=O)O)c2)cc1	0	7	-0.8	-0.8	1	1.1	1	-9	-9	-10
Cc1nn(-c2ccccc2)c2c1C1(C(=O)N(C)c3ccccc31)C(C#N)=C(N)O2 (stereo unspecified)	-1	-36	0.1	0.2	0.8	9.8*	0.8	-7	-3	1
CC1(C)CC(NC(=O)c2ccccc2C(=O)NC2CC(C)(C)NC(C)(C)C2)CC(C)(C)N1	-1	1	-0.1	0.3	1.1	0.5	1.1	-9	3	-7
COc1ccc([N+](=O)[O-])cc1NC(=O)C(C)OC(=O)c1cccnc1 (stereo unspecified)	1	5	0.4	-0.1	1	3.7	0.9	0	-2	-1
CCOC(=O)c1c[nH]c2c3c(ccc2c1=O)CCCC3	-4	10	-0.9	-0.3	1	3.1	0.9	-8	31	-2
O=C(NC1CCCCC1)c1ccc(Cl)c(NC(=O)c2ccccc2F)c1	-2	-4	0.3	-0.3	1	0.5	1	-4	46	0
O=C(O)c1cccc(-n2cnnn2)c1	-4	6	-0.2	-0.1	1	2.9	1	-8	1	-2
COC(=O)c1ccc(CSc2nnc(-c3ccncc3)n2Cc2ccccc2)o1	-3	6	2.0	0.1	0.9	0.5	0.9	-11	76*	1
COc1ccc(NC(=O)CS(=O)CC(=O)NCc2cccc(C(F)(F)F)c2)cc1 (stereo unspecified)	-7	-8	2.0	-0.2	0.9	6.2	0.9	-2	-8	-2
Cc1nn(CCCC(=O)O)c(C)c1[N+](=O)[O-]	1	-18	-0.2	0.4	1	0.5	1	-7	-7	0

An unsorted share of the library. About 12% of those tested had a hit in this group.
